# Screens: PubChem BioAssay, several laboratories
# Rac1 GTP hydrolysis – MgcRacGAP GTPase-activating activity inhibitors, confirmation, biochemical, ADP Hunter fluorescence; inhibition, % at 30 µM; hits with a dose series show IC50 in µM; MgcRacGAP-stimulated Rac1 GTP hydrolysis, ADP Hunter fluorescence; higher % means a stronger effect; GST-tagged Rac1 F28L mutant substrate; hit rate 0.6% among 340,000;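 active means first-screen hits whose inhibition reached a set limit at any dose in the follow-up dose series; inconclusive means inhibition above the set first-screen limit but never retested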;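 further: fluorescence reports GDP produced by GAP-driven GTP hydrolysis; strong numbers were not always called active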
# Large T inhibition – TAg ATPase/helicase activity blockers – biochemical (AID 1903); SV40 large T antigen ATPase/helicase inhibition assay; higher % means a stronger effect; one-dose inhibition, % at 20 µM; IC50 in µM for titrated hits; hit rate 0.39% among 310,000; in the data active means a potency from the dose series; inconclusive means inhibition mostly from about 32% at the one dose, without a potency; inactive means the rest, 99 in 100 with inhibition below about 32%; further: strong numbers were not always called active
# Yfh1-off respiration – enhancers of respiration in Yfh1-depleted yeast, dose response, Friedreich's ataxia, plus single-dose screen (AID 1465); S. cerevisiae Yfh1-off respiration, WST-1 reduction, 72 h; higher fold induction means a stronger effect; one-dose fold induction at 50 µM; EC50 in µM for titrated hits; hit rate 0.074% among 220,000;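 active means fold induction of absorbance versus untreated yeast above a set limit, then at least 30% activation at any dose in follow-up; inconclusive means repeats straddling the limit, or above it without dose testing; inactive means fold induction below the set limit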;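 further: activators that raise dye reduction in frataxin-depleted yeast; strong numbers were not always called active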
# GPR55 LPI antagonism – GPR55 antagonists blocking LPI-driven arrestin recruitment, primary screen, imaging, U2OS, beta-arrestin-GFP, LPI agonist (AID 2013). U2OS GPR55 beta-arrestin-GFP translocation imaging, LPI antagonism; higher % means a stronger effect. one-dose inhibition, % at 10 µM; IC50 in µM for titrated hits. hit rate 0.13% among 290,000;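 active means spots per cell inhibited over 60%, with over 100 cells counted and total cytoplasm intensity under 500,000; inconclusive means wells with under 100 cells, flagged as likely toxic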;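 further: U2OS cells stably carrying GPR55 and arrestin-GFP stimulated by 5 µM LPI near EC80; imaged beta-arrestin-GFP aggregate spots per cell after agonist stimulation; plate controls were LPI-stimulated DMSO wells for no effect and DMSO wells without LPI for full effect; some results filed as inactive read as strong as hits; confirmed hits need IC50 under 10 µM and bright autofluorescent wells are also inconclusive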
# GPR35 arrestin U2OS – inhibition of zaprinast-stimulated GPR35 beta-arrestin translocation – imaging, U2OS, beta-arrestin-GFP, zaprinast agonist, primary screen (AID 2058); U2OS GPR35 beta-arrestin-GFP translocation imaging, zaprinast antagonism; higher % means a stronger effect; inhibition, % at 10 µM; hits with a dose series show IC50 in µM; hit rate 0.052% among 290,000;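 active means inhibition of at least 50% with at least 30 cells and total cytoplasm GFP at most 10,000,000; inconclusive means under 30 cells or total GFP of 10,000,000 plus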
# NTR1 ag – agonists of NTR1, primary screen, imaging, U2OS cells, beta-arrestin-GFP, high content (AID 493036) | NTR1-U2OS beta-arrestin-GFP spot imaging, agonist mode | P30989 | activation, % at 20 µM | hit rate 0.17% among 330,000;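 active means activation at or above 40% of the spot to cytoplasm intensity ratio, with at least 20 cells analyzed; inconclusive means wells under 20 cells, flagged as cytotoxic or low count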;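 further: 0% = DMSO without peptide and 100% = 100 nM NTR1 peptide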
# Target sequence (P30989 whole entry, looked up): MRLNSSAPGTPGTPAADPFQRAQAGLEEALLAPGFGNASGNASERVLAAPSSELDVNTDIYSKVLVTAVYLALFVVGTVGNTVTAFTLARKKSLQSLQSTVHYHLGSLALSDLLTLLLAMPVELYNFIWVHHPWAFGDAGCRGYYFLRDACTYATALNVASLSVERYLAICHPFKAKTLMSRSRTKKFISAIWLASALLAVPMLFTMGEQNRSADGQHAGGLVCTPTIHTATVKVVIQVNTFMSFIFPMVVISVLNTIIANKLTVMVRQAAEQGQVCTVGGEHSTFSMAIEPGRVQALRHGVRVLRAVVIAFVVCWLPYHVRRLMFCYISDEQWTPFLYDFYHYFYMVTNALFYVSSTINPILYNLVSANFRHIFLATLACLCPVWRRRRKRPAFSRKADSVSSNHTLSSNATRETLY
# AID2073 – inhibitors of Mint1-CaV2.2 protein interaction, biochemical, HTRF (AID 2073) | hit rate 0.19% among 290,000 | one-dose inhibition, % at 20 µM; IC50 in µM for titrated hits | HTRF protein-protein interaction, Mint1-CaV2.2; higher % means a stronger effect; in the data active means inhibition mostly above about 51%, no sharp cut-off; inconclusive means no clear call, values can overlap the other calls; inactive means mostly below about 53%; further: some results filed as inactive read as strong as hits
# GPR55 activation – selective activators of receptor GPR55 – imaging, U2OS cells, beta-arrestin-GFP redistribution, primary screen (AID 1961); U2OS GPR55 beta-arrestin-GFP redistribution imaging; higher % means a stronger effect; activation, % at 10 µM, or EC50 in µM where a hit was titrated; hit rate 0.048% among 290,000;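 active means activation above 40% with more than 50 cells counted in the well; inconclusive means wells holding fewer than 50 cells, flagged as toxic or sparse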;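 further: U2OS osteosarcoma cells stably expressing GPR55 and beta-arrestin-GFP; plate controls were DMSO negative control for no effect and LPI positive control for full effect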
# NS5 inhibitors – flavivirus cap methylation enzyme inhibition – biochemical, confirmation dose response, primary screen (AID 588689); Dengue-2 NS5 methyltransferase capping enzyme assay, biochemical; higher % means a stronger effect; one-dose inhibition, % at 25 µM; IC50 in µM for titrated hits; hit rate 0.3% among 340,000; in the data active means a potency from the dose series; inconclusive means inhibition above about 29% without an active follow-up result
# NTR1 ag cell count 20 µM – further read-out of NTR1 ag, marked with its call; cell count; measured here: cell count, cytotoxicity flag
# NS5 inhibitors pilot replicate – further read-out of NS5 inhibitors, marked with its call; inhibition, %; measured here: pilot screen replicate inhibition
# Active calls of the source: *; i = inactive; u = inconclusive; x = no result given; & = joins results of further samples.
# Sample of the layout, 2 compounds:
SMILES,Rac1 GTP hydrolysis,Large T inhibition,Yfh1-off respiration,GPR55 LPI antagonism,GPR35 arrestin U2OS,NTR1 ag,NTR1 ag cell count 20 µM,AID2073,GPR55 activation,NS5 inhibitors,others
O=C(N1CCCCCC1)N1CCN(S(=O)(=O)N2CCCCC2)CC1,2%,7%,i,13%,47%,-0.3,50,-10%,-0.1%,-1%,
COC(=O)c1ccc(NS(=O)(=O)c2ccc(SC)cc2)cc1,-2%,2%,i,20%,-15%,-1.3,56,11%,-0.1%,0%,

# This part in full (from the top)
SMILES,Rac1 GTP hydrolysis,Large T inhibition,Yfh1-off respiration,GPR55 LPI antagonism,GPR35 arrestin U2OS,NTR1 ag,NTR1 ag cell count 20 µM,AID2073,GPR55 activation,NS5 inhibitors,others
O=C(N1CCCCCC1)N1CCN(S(=O)(=O)N2CCCCC2)CC1,2%,7%,i,13%,47%,-0.3,50,-10%,-0.1%,-1%,
COC(=O)c1ccc(NS(=O)(=O)c2ccc(SC)cc2)cc1,-2%,2%,i,20%,-15%,-1.3,56,11%,-0.1%,0%,
CCOC(=O)Cn1c(=O)c2c(nc(Br)n2Cc2ccc(Cl)cc2)n(C)c1=O,x,x,i,-35%,6%,1.5,50,-2%,0.3%,x,
CC(Sc1nnc(NC2CCCCC2)s1)C(=O)Nc1ccc2c(c1)C(=O)c1ccccc1C2=O (stereo not drawn),6%,3%,i,-7%,-13%,5.4,43,13%,0.0%,4%,
COC(=O)/C=c1/s/c(=C(/C#N)C(=O)N2CCOCC2)n(-c2ccccc2)c1=O,10%,31%,i,6%,-13%,-1.3,53,1%,-0.1%,-10%,
N#CCSc1nnc(-c2sc3ccccc3c2Cl)o1,7%,7%,i,0%,-14%,0.4,80,19%,0.1%,0%,
CCN(CC(=O)Nc1c(F)cccc1F)C(=O)COc1ccc2c(C)cc(=O)oc2c1,-1%,-6%,i,-6%,-7%,-0.7,70,5%,-0.6%,-2%,
Cc1cccc2cc3c(N)c(C(=O)N4CCc5ccccc54)sc3nc12,6%,-1%,i,17%,25%,-2.5,97,26%,44%*,13%,
CC1CCN(C(=O)COC(=O)c2n[nH]c3ccccc23)CC1,10%,4%,i,10%,-10%,-0.2,37,3%,-0.2%,0%,
O=C(c1ccc2c(c1)N(Cc1ccccc1F)C(=O)c1ccccc1S2(=O)=O)N1CCCC1,12%,5%,x,-21%,3%,-1.5,52,5%,x,4%,
CCOc1ccccc1/C=C/c1onc(C)c1S(=O)(=O)N1CCC(C(=O)NC)CC1,8%,x,x,-8%,3%,-3.0,59,2%,-0.3%,-2%,
Clc1ccccc1CSc1snnc1-c1ccccc1,8%,1%,i,9%,14%,1.2,98,0%,-0.2%,-7%,NS5 inhibitors pilot replicate=-5.9
O=C(O)C(Cc1ccccc1)NC(=O)C(c1ccccc1)c1ccccc1 (stereo not drawn),3%,8%,x,1%,7%,11,38,5%,-0.1%,2%,
CN(C)c1ccc(N=Nc2ccccc2Br)cc1,8%,-1%,x,-7%,-1%,3.2,91,3%,0.4%,8%,
O=C(N/N=C/c1ccccc1O)c1cc[n+]([O-])cc1,1%,-3%,x,3%,-6%,0.2,47,-1%,0.2%,1%,
COC(=O)c1cccc(-n2[nH]nnc2=S)c1,7%,11%,i,-14%,-3%,2.1,86,14%,-0.1%,-10%,
COc1ccc(-n2cnc3sc(-c4ccccc4)cc3c2=O)cc1,1%,3%,i,x,-4%,1.1,56,12%,0.2%,-9%,
CCN(C(=O)c1ccc(S(=O)(=O)N(C)C)cc1)C(C)C(=O)Nc1ccc(C)cc1 (stereo not drawn),x,-6%,x,0%,25%,0.3,88,5%,0.0%,-7%,
CCOC(=O)N1CCN(C(=O)CSc2ccc(-c3cccnc3)nn2)CC1,x,7%,i,2%,-11%,0.2,54,16%,0.2%,x,
O=C(CNC(=O)c1cccc(F)c1)N/N=C/c1cccs1,16%,3%,x,-4%,10%,-0.8,43,13%,0.3%,5%,
COc1ccccc1-n1c(-c2ccccc2)c[n+]2c1CCc1ccccc1-2,16%&12%,13%&15%,i,-6%&-12%,2%&-15%,0.2&-0.4,59&60,9%&7%,-0.4%&0.2%,-4%&-7%,
C=CCc1c(C)c(C#N)c2nc3ccccc3n2c1NCCN(C)C,15%,1%,i,21%,-7%,-0.9,40,10%,-0.1%,-7%,
Cc1cccc(C)c1N1CCN(c2nc(N(C)C)oc(=O)c2C#N)CC1,6%,12%,i,8%,-3%,3.1,95,-4%,-0.1%,-2%,NS5 inhibitors pilot replicate=1.4
C=CCNC(=O)c1ccc(S(=O)(=O)CC)c(Cl)c1Cl,5%,4%,i,-14%,9%,1.7,44,13%,0.2%,-6%,
CCOC(=O)CSc1nc2sc(C(=O)O)c(C)c2c(=O)[nH]1,11%,0%,i,8%,-5%,-0.6,80,12%,0.3%,1%,

# A draw from above in order of heavy-atom count, descending:
SMILES,Rac1 GTP hydrolysis,Large T inhibition,Yfh1-off respiration,GPR55 LPI antagonism,GPR35 arrestin U2OS,NTR1 ag,NTR1 ag cell count 20 µM,AID2073,GPR55 activation,NS5 inhibitors,others
CC(Sc1nnc(NC2CCCCC2)s1)C(=O)Nc1ccc2c(c1)C(=O)c1ccccc1C2=O (stereo not drawn),6%,3%,i,-7%,-13%,5.4,43,13%,0.0%,4%,
Cc1cccc2cc3c(N)c(C(=O)N4CCc5ccccc54)sc3nc12,6%,-1%,i,17%,25%,-2.5,97,26%,44%*,13%,
CN(C)c1ccc(N=Nc2ccccc2Br)cc1,8%,-1%,x,-7%,-1%,3.2,91,3%,0.4%,8%,

# New compounds follow
SMILES,Rac1 GTP hydrolysis,Large T inhibition,Yfh1-off respiration,GPR55 LPI antagonism,GPR35 arrestin U2OS,NTR1 ag,NTR1 ag cell count 20 µM,AID2073,GPR55 activation,NS5 inhibitors,others
CCOC(=O)CNc1nc(Cl)nc(Nc2ccc(C)cc2)n1,3%,11%,i,-8%,1%,1.1,58,5%,-0.3%,1%,
CCN(CC)c1ccc(NC(=O)CSc2nnc3nc(C)cc(C)n23)cc1,u,20µM*,i,-3%,-1%,1.4,54,-22%,-0.2%,4%,
O=C(COC(=O)c1ccc(S(=O)(=O)N2CCc3ccccc3C2)cc1)NC1CCS(=O)(=O)C1 (stereo not drawn),9%,-2%,i,13%,-9%,0.1,85,16%,-0.2%,4%,
O=C1CCCN1CC1CCCN(Cc2nc(COc3ccccc3)no2)C1 (stereo not drawn),-11%,17%,i,-3%,9%,0.9,66,-3%,-0.1%,2%,
O=C(CSc1nc2c(sc3ccccc32)c(=O)n1-c1ccccc1)NCc1ccco1,7%,3%,i,5%,-4%,4.3,61,4%,0.2%,-10%,
Cc1cc(NC(=O)CSc2nnc(-c3cccnc3)n2N)no1,4%,0%,i,-15%,2%,0.4,47,-1%,0.0%,-3%,
COc1ccc(N2CCN(C(=O)CN(c3ccc(Br)cc3)S(C)(=O)=O)CC2)cc1,16%,38%,i,-9%,-8%,0.7,43,0%,-0.2%,-1%,
O=C(N/N=C/c1ccc2c(c1)OCO2)c1sc2cccc(Cl)c2c1Cl,6%,-5%,i,9%,-7%,-0.2,49,12%,0.7%,-5%,
CCOC(=O)N1CCN(C(=O)c2cc3c(-c4cccc(OC)c4)nn(C)c3s2)CC1,3%,-1%,x,-10%,-17%,2.7,73,6%,0.6%,-5%,
CCc1ccc(NC(=O)c2ccc(F)c(S(=O)(=O)NCC3COc4ccccc4O3)c2)cc1 (stereo not drawn),4%,0%,i,9%,-11%,29,52,10%,-0.3%,1%,
CC(C)C[C@@H]1NC(=O)N(CCCn2ccnc2)C1=O,3%,7%,x,-4%,8%,0.7,47,11%,0.0%,-4%,
CSC1=NCCN1C(=O)c1c(-c2ccccc2Cl)noc1C,1%,5%,i,-18%,18%,-0.5,56,-3%,-0.2%,-8%,
COC(=O)C1CCN(C(c2ccc(OC)c(OC)c2)c2sc3nc(C)nn3c2O)CC1 (stereo not drawn),0%,9%,i,-2%,-5%,-0.4,49,-7%,0.6%,-3%,
CC(C)(C)NC(=O)CN(c1cccc([N+](=O)[O-])c1)S(=O)(=O)c1ccccc1,x,14%,i,10%,12%,-0.4,31,19%,-0.1%,x,
O=C(CN1C(=O)CC(c2ccccc2)=Nc2ccccc21)NC1CCCCC1,6%,-2%,i,13%,6%,-0.7,64,13%,0.0%,-12%,
CCCn1cc(NC(=O)c2cc3n(n2)C(C(F)(F)F)CC(c2ccccc2)N3)cn1 (stereo not drawn),6%,-7%,i,9%,14%,-0.4,71,5%,-0.1%,1%,
O=c1[nH]c(C2CCCN(S(=O)(=O)c3ccc(F)cc3)C2)nc2c1nnn2Cc1ccc(F)cc1 (stereo not drawn),6%,3%,x,3%,-7%,0.4,44,13%,-0.1%,-8%,
Brc1cccc(/C=N\n2cnnc2)c1,6%,14%,i,-4%,-6%,-0.7,50,-6%,0.2%,-3%,
Cc1cc(NC(=NC2CC2)c2ccccc2F)n(-c2ccccc2)n1,3%,0%,i,7%,-14%,-0.5,60,8%,-0.3%,-6%,
Cc1nc(-c2ccc(F)cc2)c(CC(=O)N2CCN(S(=O)(=O)c3ccccc3Br)CC2)s1,4%,6%,x,14%,0%,-0.6,53,6%,0.0%,1%,
C=CCOc1ccc(/C(O)=C2\C(=O)C(=O)N(CCCOC)C2c2ccc(O)c(OC)c2)cc1 (stereo not drawn),12%,8%,i,16%,7%,-0.8,34,-2%,0.5%,1%,
CCOC(=O)C1=C(C)NC2=C(C(=O)CCC2)C1c1cn(Cc2ccc(Cl)cc2Cl)nc1-c1ccccc1 (stereo not drawn),6%,-3%,x,12%,-14%,0.1,70,8%,-0.2%,-11%,
Cn1c(C(=O)O)cc2cc(Oc3ccccc3)ccc21,9%,8%,x,0%,3%,1.8,52,4%,-0.3%,-2%,
Cn1c(SCC(=O)NCCc2ccccc2)nnc1C1CCCCC1,3%,7%,x,7%,-1%,-0.8,57,-1%,0.2%,-7%,
O=C(OCc1cc(-c2ccccc2)no1)c1ccc2ccccc2n1,4%,-1%,i,4%,8%,0.6,89,0%,0.3%,13%,
Cc1c(N(C)C(=O)c2ccco2)c(=O)n(-c2ccccc2)n1C,11%,13%,i,10%,-14%,-0.4,84,-3%,-0.2%,-2%,

# An unsorted share of the library; 1.7% or so of the library scored in one or more.
